Screening data deposited in PubChem BioAssay by National Center for Advancing Translational Sciences (NCATS).
DRD3 agonist = activates the human D3 dopamine receptor | P35462 | D3R DiscoveRx beta-arrestin cells, luminescence, 90 min | max activation, % | 410,000 compounds, 0.58% hits | AID 652048; in the data active = max activation above about 30%; note: 0% is about no effect; mostly tested at two doses, the higher about 12 µM
Target sequence (P35462 whole entry, looked up): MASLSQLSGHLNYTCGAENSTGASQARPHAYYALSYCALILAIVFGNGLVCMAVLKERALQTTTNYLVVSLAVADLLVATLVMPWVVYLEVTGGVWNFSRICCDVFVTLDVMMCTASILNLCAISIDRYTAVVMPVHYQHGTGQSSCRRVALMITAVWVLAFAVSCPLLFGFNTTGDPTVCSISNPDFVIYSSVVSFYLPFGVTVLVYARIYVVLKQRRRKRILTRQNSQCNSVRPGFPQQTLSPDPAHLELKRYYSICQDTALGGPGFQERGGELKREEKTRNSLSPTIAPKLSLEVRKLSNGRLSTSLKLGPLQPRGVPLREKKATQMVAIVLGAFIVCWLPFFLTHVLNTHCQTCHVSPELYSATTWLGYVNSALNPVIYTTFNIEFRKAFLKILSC
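Cells at 1500/well, incubated overnight, then treated with pinned compounds (dopamine as control) for 90 min at 37 degrees C. DiscoveRx reagent added for 30 - 60 minutes at room temperature; luminescence read.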
PTHR1 agonist = agonists of human PTHR1 parathyroid hormone receptor; HEK293 GP2 PTHR1 cells, GloSensor cAMP luminescence, 1 h; Potency, µM (series often up to 115 µM), inactives show top-dose activation, most hits filed as activators; 410,000 compounds, 0.075% hits; AID 743266; active = well fitted activation curve with a large enough effect; inconclusive = small, poorly fitted or top-dose-only effect, or another doubt; inactive = no such curve, though single readings can be large or run the other way; note: potency is the fitted concentration of half-maximal effect; nearly all actives have a fitted effect of over 55% in size; some results filed as inactive show a strong effect at the top dose; inactives centre near -15; many of its hits are not listed in these tables
Target sequence (Q03431 whole entry, looked up): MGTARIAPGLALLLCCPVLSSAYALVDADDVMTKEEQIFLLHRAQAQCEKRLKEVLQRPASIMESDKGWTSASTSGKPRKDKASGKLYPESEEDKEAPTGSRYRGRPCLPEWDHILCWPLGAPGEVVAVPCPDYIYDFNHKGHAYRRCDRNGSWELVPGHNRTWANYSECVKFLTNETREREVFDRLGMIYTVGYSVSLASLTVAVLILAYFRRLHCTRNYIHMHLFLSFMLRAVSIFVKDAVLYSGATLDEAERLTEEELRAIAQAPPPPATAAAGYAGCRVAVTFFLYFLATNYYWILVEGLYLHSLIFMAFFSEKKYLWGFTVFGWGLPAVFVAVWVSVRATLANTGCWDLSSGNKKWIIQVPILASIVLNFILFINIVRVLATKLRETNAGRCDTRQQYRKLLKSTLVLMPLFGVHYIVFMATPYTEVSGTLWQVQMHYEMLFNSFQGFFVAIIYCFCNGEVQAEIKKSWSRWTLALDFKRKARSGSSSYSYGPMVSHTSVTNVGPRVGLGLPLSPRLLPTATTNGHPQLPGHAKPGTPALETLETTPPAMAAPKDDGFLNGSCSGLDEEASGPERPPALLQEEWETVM
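HEK-293-derived GP2 cells expressing PTHR1 and a GloSensor cAMP reporter, 3,000/well, plated overnight, given luciferin plus IBMX (each 0.5 mM as added) for 1 h at 37 °C, then compound for 1 h at 37 °C. Luminescence was read after 15 min at room temperature.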
* hit, by the source's call; i = inactive; ? = inconclusive; [ ] = remark or other dose. Not all compounds are listed (hit frequency here may not be typical).

molecule | PTHR1 agonist | DRD3 agonist
CN(C)S(=O)(=O)c1ccc(C(=O)N2CC(=O)Nc3ccc(Br)cc3C2c2ccc(F)cc2)cc1 (stereo unspecified) | -22% | 1
CCCCC(=O)Nc1cc2nn(-c3ccc(OCC)cc3)nc2cc1C | -17% | 7
Cc1cccc(-n2c(SCc3nc(-c4ccccc4C)no3)nnc2-c2ccccc2)c1 | i | 6
Cc1cccc(-n2ncc3c(Nc4ccc(Oc5ccc(Cl)cc5)cc4)ncnc32)c1 | -14% | 3
Cc1cccc(CCNC(=O)C2CCN(c3ncnc4c3nc3n4CCCCC3)CC2)c1 | ? | -15
O=C(NCc1ccccc1Cl)C1CCN(S(=O)(=O)c2ccc3c(c2)CCCN3C(=O)C2CCC2)CC1 | -11% | 6
Cc1ccc(-c2nnc(SCC(=O)NC(C)(C)C)nc2-c2ccc(C)cc2)cc1 | -11% | -1
CCN1c2ccccc2-c2nc(SCC(=O)Nc3cccc(C(F)(F)F)c3)ncc2S1(=O)=O | i | 8
COc1ccc(Oc2nc3c(c(=O)n(Cc4ccccc4Cl)c(=O)n3C)n2C)cc1 | i | 6
COC(=O)c1ccc(NC(=O)CN(C)S(=O)(=O)c2ccc(Br)s2)cc1 | -16% | -2
COc1ccc(NC(=O)C(NC(=O)/C=C\c2ccc3c(c2)OCO3)c2ccc(C)cc2)cc1 (stereo unspecified) | 11% | -20
O=C(CN1CCN(C2CCCCC2)C(=O)C1=O)Nc1ccc(Cl)cc1 | i | -10
COc1cc(C(=O)N2CCN(c3ccc(Nc4ccccc4)nn3)CC2)cc(OC)c1OC | i | 5
CCOc1ccc(CCNC(=O)c2c(C)oc3ncn(C)c(=O)c23)cc1 | -14% | 4
Cc1ccc(N2CC3=C(C2=O)C(c2ccc(Br)cc2)NC(=O)N3C)cc1 (stereo unspecified) | i | 6
Clc1ccc(N2CCN(c3ncnc4c3cnn4-c3ccccc3)CC2)cc1Cl | i | -5
COc1ccc(S(=O)(=O)NCc2cccn2Cc2cccc(C)c2)cc1OC | -15% | 3
CCOC(=O)C1CCCN(c2nc3c(S(=O)(=O)c4ccc(CC)cc4)nnn3c3ccsc23)C1 (stereo unspecified) | i | 0
CC(C)(C)C1CCc2nc(NC(=O)c3cccc(Cl)c3)sc2C1 (stereo unspecified) | i | -3
C=CCc1ccccc1OCCSc1nc(-c2ccc(C(C)(C)C)cc2)nc2cc(=O)[nH]n12 | -9% | 1
N#Cc1ccccc1CSc1nnc(-c2ccc(Br)cc2)o1 | -23% | 8
O=C(c1cccs1)N(Cc1cccnc1)c1nc2c(F)cc(F)cc2s1 | -33%[inhibitor] | 6
CCCn1cc(S(=O)(=O)c2cc(C)ccc2C)c(=O)c2cc(F)c(N3CCCCCC3)cc21 | 14% | -13
CC1=C(C(N)=O)C(c2cccc(Br)c2)n2nc(SCc3ccccc3)nc2N1 (stereo unspecified) | i | 5
CC(=O)N1CCc2cc(S(=O)(=O)NC(CC(C)C)C(=O)Nc3ccc(C(C)C)cc3)ccc21 (stereo unspecified) | i | 3
Cc1ccc(NC(=O)c2oc3ccc4c(c3c2C)C(=O)CC(C)(C)O4)c(C)c1 | -36%[inhibitor] | 6
O=C(NCCS(=O)(=O)N1CCN(c2ccc(F)cc2)CC1)c1cc(=O)c2ccccc2o1 | i | 5
Cc1ccc(C(=O)Nc2c(C)nc3ccccn3c2=O)cc1 | i | -15
Cc1cccc(-c2nc3c4c(-c5ccccc5)c(-c5ccccc5)oc4ncn3n2)c1 | i | -13
Cn1nc(C(=O)N2CCN(c3ccccc3)CC2)c2c1-c1ccccc1SC2 | -8% | 4
COc1ccc(-n2c(SCc3ccccc3F)nc3c([nH]c4ccccc43)c2=O)cc1 | -15% | -6
Cc1ccc(-n2c(=O)c3c(C)c(C)sc3n(Cc3ccc(F)cc3Cl)c2=O)cc1C | -14% | -1
Cc1ccc(Cl)cc1NC(=O)Cn1c(=O)oc2cc(S(=O)(=O)N3CCCCCC3)ccc21 | -17% | 6
Cc1ccc2c(c1C)NC(=O)CC2c1ccc(Cl)cc1Cl (stereo unspecified) | -5% | 3
O=C(NCCc1csc(-c2ccc(C(F)(F)F)cc2)n1)C(=O)Nc1cc(F)ccc1F | i | 0
COc1ccc(OC)c(NC(=O)c2cnc(N3CCCCC3)c3ccccc23)c1 | -82%[inhibitor] | -10

Part of the list above in a different format.
canonical_smiles: Cc1ccc(-n2c(=O)c3c(C)c(C)sc3n(Cc3ccc(F)cc3Cl)c2=O)cc1C
  PTHR1 agonist = -14%	DRD3 agonist = -1
canonical_smiles: Cc1ccc(Cl)cc1NC(=O)Cn1c(=O)oc2cc(S(=O)(=O)N3CCCCCC3)ccc21
  PTHR1 agonist = -17%	DRD3 agonist = 6

New compounds follow.
molecule | PTHR1 agonist | DRD3 agonist
Cc1nc2cc(-c3ccccc3)nn2c(C)c1CCC(=O)NCc1cccc(Cl)c1 | -40%[inhibitor] | 5
CCN(CC)c1ccc(NC(=O)c2cc(CN3CCCC3)on2)c(C)c1 | i | -14
O=c1cc(-c2ccccc2)nc(SCc2nc(-c3ccc(Cl)cc3)no2)[nH]1 | i | -2
Cc1cccc(NC(=O)C2CCN(S(=O)(=O)c3ccc4c(c3)CCCC(=O)N4)CC2)c1 | i | -3
Cc1cc2c(cc1NS(=O)(=O)c1ccc(Br)cc1)n(C)c(=O)c(=O)n2C | -3% | -6
COc1cc(-c2cc(OC)c3c(C)oc(C)c3c(=O)c2)ccc1OC(=O)c1cccc(Cl)c1 | -72%[inhibitor] | -18
CCOc1ccc(CNC(=O)c2cccc(NC(=O)N3CCSc4ncccc43)c2)cc1OC | -28% | 16
CCOc1cccc(C2c3c(oc4ccc(F)cc4c3=O)C(=O)N2c2cc(C)ccn2)c1 (stereo unspecified) | 7% | 0
O=C1CCCc2cc(S(=O)(=O)NCC3CCC(C(=O)NCc4ccccc4Cl)CC3)ccc2N1 (stereo unspecified) | i | 3
CCC(=O)N1c2ccccc2CC1C(=O)NCCN1CCN(c2cccc(Cl)c2)CC1 (stereo unspecified) | -16% | -33
CCOc1ccc(-n2nc3ccc(NC(=O)COc4ccccc4C)cc3n2)cc1 | -29% | 9
CCOc1ccccc1NC(=O)C1CCCN(S(=O)(=O)c2cn(C)cn2)C1 (stereo unspecified) | i | 12
CCCc1nn2c(=O)cc(COC(=O)c3cccc(NC(=O)COc4ccc(F)cc4)c3)nc2s1 | i | -10
CCOC(=O)c1cc2c(=O)n3ccccc3nc2n(CC(C)C)c1=NC(=O)C(C)Oc1ccccc1 (stereo unspecified) | i | -6
O=C(Cc1ccc(NC(=O)N2CCCCc3ccccc32)cc1)NCc1ccccc1Br | i | -5
O=C(NCCCCc1ccccc1)c1nn(-c2ccccc2)nc1CO | -24% | 4
CCN(CC)S(=O)(=O)c1ccc(C(=O)N2CC(=O)Nc3ccc(F)cc3C2c2ccccc2)cc1 (stereo unspecified) | i | 8
CCNC(=O)CC1C(=O)N(c2ccccc2)C(=O)N1Cc1ccc(F)cc1 (stereo unspecified) | 11% | 1
CCOC(=O)Cn1c(=O)n(C2CCCCC2)c2nc(-c3c(F)cccc3Cl)nc(C(N)=O)c21 | -83%[inhibitor] | -8
CC1CCN(c2csc3ccc(F)cc3c2=O)CC1 | i | -1
O=C(NC1CC(=O)N(c2cccc(F)c2)C1)c1cccs1 (stereo unspecified) | i | -25
CCC(C)(C)NC(=O)C1CCN(S(=O)(=O)c2ccc3c(c2)CCCN3C(C)=O)CC1 | -45%[inhibitor] | 0
COc1ccc(C(=O)Nc2onc3c2CCCC3)cc1 | -11% | 8
O=C(NCC(c1cccnc1)N1CCc2ccccc2C1)C(=O)Nc1ccc(F)cc1F (stereo unspecified) | -10% | -13

A different layout for some results above.
CCCc1nn2c(=O)cc(COC(=O)c3cccc(NC(=O)COc4ccc(F)cc4)c3)nc2s1
  PTHR1 agonist: i	DRD3 agonist: -10
CCOC(=O)c1cc2c(=O)n3ccccc3nc2n(CC(C)C)c1=NC(=O)C(C)Oc1ccccc1 (stereo unspecified)
  PTHR1 agonist: i	DRD3 agonist: -6

Additional compounds:
molecule | PTHR1 agonist | DRD3 agonist
CCn1cc(C(=O)NCCc2ccc(OC)c(OC)c2)c(=O)c2cc(S(=O)(=O)N3CCC(C)CC3)ccc21 | -50%[inhibitor] | -5
Cc1cccc(NC(=O)c2oc3ccccc3c2NC(=O)c2cc(=O)c3ccc(C)cc3o2)c1 | -33%[inhibitor] | 2
Oc1c(C(c2cccc(Cl)c2)N2CCOCC2)sc2nc(-c3ccco3)nn12 (stereo unspecified) | 3% | -14
O=C1SC(Nc2ccc(Cl)cc2)C(=O)N1Cc1ccccc1 (stereo unspecified) | -33%[inhibitor] | 5
COCCN1C(=O)c2[nH]nc(-c3ccccc3O)c2C1c1ccc(OCc2ccccc2)c(OC)c1 (stereo unspecified) | ? | 7
CCN1CCN(c2nnc(-n3cccc3C(=O)Nc3cccc(OC)c3)s2)CC1 | i | -16
CCOC(=O)c1c(NC(C)=O)c2c3c(sc2n1Cc1cc(C)ccc1C)CCCC3 | i | 5
CCOC(=O)c1ccc(NC(=O)c2csc3c2CCCCC3)cc1 | -11% | -6
COc1ccccc1NCc1cccn1-c1nnc(N2CCOCC2)s1 | -12% | 2
COc1cccc(CNC(=O)Cc2csc3nc(-c4ccccc4)cn23)c1 | i | 10
COc1cccc(CC(=O)Nc2c(C(=O)N3CCN(c4ccccc4F)CC3)oc3ccccc23)c1 | -19% | -15
COc1cc(Cl)c(C)cc1NC(=O)CSc1cc(=O)n(C)c2cc(Cl)ccc12 | i | -23

Taken from above.
COc1ccc(S(=O)(=O)NCc2cccn2Cc2cccc(C)c2)cc1OC in DRD3 agonist = 3
COc1cccc(CNC(=O)Cc2csc3nc(-c4ccccc4)cn23)c1 in DRD3 agonist = 10
CCOc1ccc(CNC(=O)c2cccc(NC(=O)N3CCSc4ncccc43)c2)cc1OC in PTHR1 agonist = -28%

More records follow.
molecule | PTHR1 agonist | DRD3 agonist
CC(=O)Nc1ccc(C(=O)Nc2ccc3c(c2)N(C2CCCC2)C(=O)c2ccccc2S3)cc1 | -17% | 3
O=C(Cn1cc(S(=O)(=O)Cc2cccc(Cl)c2)c2ccccc21)Nc1ccccc1C(F)(F)F | -18% | -8
COC(=O)c1sccc1S(=O)(=O)N(CC(=O)NCc1ccc(C)cc1)c1ccc(C)c(C)c1 | i | -2
CCOc1ccc(CNS(=O)(=O)c2c(C(=O)N3CCCCCC3)c(C)n(C)c2C)cc1OC | i | 8
Cn1c(=O)nc2n(-c3ccc(Cl)c(Cl)c3)c3cc(Cl)ccc3cc-2c1=O | -21% | 2
Cc1ccc2[nH]cc(C(c3ccccc3)c3ccc(Cl)s3)c2c1 (stereo unspecified) | -25% | -8
COC(=O)C(C)Sc1nc2c([nH]c3ccccc32)c(=O)n1-c1ccc(OC)cc1 (stereo unspecified) | i | -7
CCC(=O)N1c2ccccc2CC1C(=O)NCCCN1CCN(c2cc(C)ccc2C)CC1 (stereo unspecified) | -5% | -30
CCOc1ccc(N(C)C(=O)C2CCN(S(=O)(=O)c3ccc4c(c3)CCCN4C(C)=O)CC2)cc1 | -4% | 7
CC1CCn2c(nc3cc(C(=O)NCc4ccccc4)ccc32)C1 (stereo unspecified) | i | -10
Fc1ccccc1Cn1c(-c2ccccc2)nc2ccccc21 | -42%[inhibitor] | 5
CCCCNc1sc(S(=O)(=O)CC)nc1S(=O)(=O)c1ccc(C)cc1 | -13% | 2
Cc1oc2ccc(O)c(CN3CCOCC3)c2c1C(=O)Nc1cccc(Cl)c1C | i | -7
COc1ccccc1-c1c(C)nn2c(N3CCN(c4ccc(Cl)cc4)CC3)cc(C)nc12 | i | -6
CCc1ccc(-n2c(C)nnc2SCc2nc(-c3ccc(OC)cc3)no2)cc1 | -1% | 6
Cc1ccc(C)c(-n2nnc(-c3nc(-c4ccc(Cl)cc4)no3)c2N)c1 | i | 8
COc1cc(-c2noc(-c3nnn(-c4ccc(Cl)cc4)c3C)n2)cc(OC)c1OC | i | 5
COc1ccc(NC(=O)Cn2c(=O)n(C(C)C)c(=O)c3oc4ccccc4c32)cc1Cl | -8% | 16
O=C(CCn1c(=O)c2cccn2c2cccnc21)NCc1ccccc1F | -10% | -7
CSc1ccc(CCNC(=O)c2cc3c(-c4ccccc4F)nn(C)c3s2)cc1 | -49%[inhibitor] | 18
COc1ccc(-c2cn3cccnc3n2)cc1NC(=O)c1ccccc1C(F)(F)F | i | -3
CCOC(=O)C1CCCN(c2nc3c(S(=O)(=O)c4ccc(Br)cc4)nnn3c3ccsc23)C1 (stereo unspecified) | i | -2
CCc1ccccc1Nc1nn2c(=O)c3ccc(C(=O)NCc4ccccc4Cl)cc3nc2s1 | 28% | -5
CCOc1ccc(-c2cc3c(=O)n(Cc4nc(-c5cccc(OC)c5OC)oc4C)ccn3n2)cc1Cl | i | -20
COc1ccc(CCNC(=O)CSc2cc(=O)n(C)c3ccccc23)cc1OC | i | -6
CCCn1c2ccccc2c2cnn(CC(=O)N3CCCC(C(=O)OCC)C3)c(=O)c21 (stereo unspecified) | -36%[inhibitor] | 7
COc1ccc(-c2cc(C(F)(F)F)nc(SCC(=O)NCc3ccc(OC)c(OC)c3)n2)cc1 | i | -16
COc1ccc2c(c1)c(N1CCCC1=O)c(C(=O)Nc1cc(C)c(Cl)cc1OC)n2C | i | 1
